Glioma ERSR ind – qHTS for Inducers of the Endoplasmic Reticulum Stress Response (ERSR) in Human Glioma: qHTS; U87-MG GRP78 promoter luciferase reporter, 16 h; Potency, µM, for inactives: at the highest dose activation, actives largely listed as activators; actives 0.02% (n = 420,000); AID 602332, 2012; further: potency means the concentration at half of the fitted maximal effect; series mostly up to about 76 µM; % of control where 0% means no effect; nearly all actives have a fitted effect of over 35% in size
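ERSR induction read as luciferase luminescence (Bright-Glo, 10 min at room temperature) in stably transfected human U87-MG glioma cells exposed to compounds for 16 h, using GRP78 as sensor.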
Vif-A3G inh – qHTS for Inhibitors of Vif-A3G Interactions: qHTS. Potency, µM (series often up to 46.1 µM), without a hit: top-dose activity, negative = active, actives largely listed as inhibitors. AID 602310, 2012. actives 0.076% (n = 410,000). HeLa A3G-eYFP + Vif (tagged APOBEC3G with the HIV-1 protein that degrades it), YFP fluorescence, overnight;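 further: potency means the concentration at half of the fitted maximal effect; on the % scale 0 is the no-effect control and ±100 the full control effect; nearly all actives have a fitted effect of over 60% in size; hits raise eYFP signal because A3G escapes Vif-driven loss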
Target sequence (Q9HC16 whole entry, looked up): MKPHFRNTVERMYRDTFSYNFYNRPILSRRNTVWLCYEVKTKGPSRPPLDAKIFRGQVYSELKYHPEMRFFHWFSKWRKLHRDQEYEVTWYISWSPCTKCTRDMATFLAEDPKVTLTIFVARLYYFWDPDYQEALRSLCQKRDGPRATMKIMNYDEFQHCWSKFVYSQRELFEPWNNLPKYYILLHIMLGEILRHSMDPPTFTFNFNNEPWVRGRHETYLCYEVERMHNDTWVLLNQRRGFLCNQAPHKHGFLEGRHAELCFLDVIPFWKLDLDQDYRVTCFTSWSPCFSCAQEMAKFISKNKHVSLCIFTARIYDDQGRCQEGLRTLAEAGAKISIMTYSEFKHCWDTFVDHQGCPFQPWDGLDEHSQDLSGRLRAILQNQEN
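HeLa cells stably expressing Vif and C-terminally eYFP-tagged A3G, seeded overnight at 37 deg C, then exposed to compound by pintool overnight at 37 deg C. Rise in yellow fluorescence (Ex 488/Em 500-530, Acumen) marks blocked Vif-driven A3G degradation.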
Vif-APOBEC3F blk – qHTS for Inhibitors of Vif-A3F Interactions: qHTS; actives 0.2% (n = 390,000); Potency, µM (titrated, usually from 46.1 µM), inactives show top-dose activity, negative = active; HeLa A3F-eYFP + Vif (tagged APOBEC3F with the HIV-1 protein that degrades it), YFP fluorescence increase; further: potency means the concentration at half of the fitted maximal effect; % of control where 0% means no effect; nearly all actives have a fitted effect of over 65% in size
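HeLa cells stably expressing A3F-eYFP plus Vif, plated and incubated overnight at 37 deg C, then exposed to compounds overnight at 37 deg C. Blocked degradation read as raised yellow fluorescence (Ex 488/Em 500-530).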
12-LOX inh – Primary qHTS assay for inhibitors of human arachidonate 12S-lipoxygenase (ALOX12): Round 2; purified 12hLO, xylenol orange hydroperoxide absorbance; Potency, µM (doses to about 108 µM), without a hit: at the top dose activity change, negative = inhibition, most hits filed as inhibitors; actives 1.1% (n = 580,000); AID 1671190, 2021; further: potency means the concentration at half of the fitted maximal effect; on the % scale 0 is the no-effect control and ±100 the full control effect
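Purified human 12hLO at 150 nM in 25 mM Hepes, 0.01% Triton X-100, pH 7.0, preincubated 15 min at room temperature with compound. Reaction started with 40 uM arachidonic acid, 30 min at room temperature. Hydroperoxide measured by Fe-xylenol orange, 573/405 nm absorbance ratio.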
LDHA inh – qHTS assay for inhibitors of human lactate dehydrogenase; L-lactate dehydrogenase A chain (Homo sapiens), P00338; purified LDHA, NADH/diaphorase-resazurin fluorescence; hits give low values; activity change, % (values are at about 110 or 230 µM); actives 0.15% (n = 480,000); AID 1347041, 2019; in the data active means activity change below about -30%; inconclusive means mostly about -25% to -30%;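 further: plate controls were DMSO wells for no effect and wells without enzyme for full effect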
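Human LDH5 at 2 nM final in Tris HCl pH 7.4 with 0.06 mM NADH and 0.2 mM pyruvate, reacted 5 minutes at room temperature. Remaining NADH coupled via diaphorase/resazurin; resorufin fluorescence read at 0 and 20 minutes, normalized to enzyme-free and DMSO wells.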
ERG-DNA inh – qHTS for Small Molecule Inhibitors of the ERG Ets/DNA interaction | fluorescence polarization, His-ERG Ets domain / labelled DNA | actives 0.028% (n = 370,000) | Potency, µM (series often up to 76.9 µM), without a hit: top-dose FP activity, negative = inhibition, usual class: inhibitors; active means well fitted inhibition curve with a large enough effect in the polarisation, with a control signal flat; inconclusive means small, poorly fitted or top-dose-only effect, or effect the other way, or a change in a side signal; inactive means no such curve, though single readings can be large or run the other way; the % refers to the polarisation;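 further: polarization taken with two DNA probes labelled with fluorescein and Texas red; potency means the concentration at half of the fitted maximal effect; % of control where 0% means no effect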
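His-tagged ERG Ets domain (1 uM in the protein solution; 300mM KCl, 50mM Tris-HCl, 1mM EDTA, 1mM DTT, pH 7.5) received compound, then a probe mix of 5 nM fluorescein-DNA and 100nM Texas-615-DNA. Fluorescence polarization was read for both dyes.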
RGS4 inh – Inhibitors of Regulator of G Protein Signaling (RGS) 4: qHTS; Regulator of G-protein signaling 4 (Homo sapiens), P49798; Transcreener GDP fluorescence polarization, RGS4-accelerated GTP hydrolysis; Potency, µM (series often up to 114 µM), inactives show at the top dose activity change, negative = inhibition, hits mostly inhibitors; actives 0.039% (n = 390,000); further: potency means the concentration at half of the fitted maximal effect; on the % scale 0 is the no-effect control and ±100 the full control effect; nearly all actives have a fitted effect of over 75% in size; some results filed as inactive show a strong effect at the top dose
Target sequence (P49798 whole entry, looked up): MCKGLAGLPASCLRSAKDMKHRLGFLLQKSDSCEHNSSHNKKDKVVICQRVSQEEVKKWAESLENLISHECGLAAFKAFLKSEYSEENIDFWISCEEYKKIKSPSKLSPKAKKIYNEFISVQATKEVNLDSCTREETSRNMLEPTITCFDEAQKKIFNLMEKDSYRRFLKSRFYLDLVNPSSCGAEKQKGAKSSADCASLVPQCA
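MLSMR compounds (23 nl, pin-transferred) preincubated 10 min at room temperature with a 500nM (2x) first reagent, then RGS4 at 900nM (2x) plus Transcreener GDP mix added; fluorescence polarization (620/688 nm) read before and after 90 min at 30 °C.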
D2 ag – HTS Assay for Allosteric Agonists of the Human D2 Dopamine Receptor: Primary Screen for Agonists | HEK293 T-REx D2 cells, calcium flux agonist mode | activation, % at 2 µM | actives 0.53% (n = 340,000) | AID 485358, 2010;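 active means activation over 3 SD above normal in the single-dose calcium agonist read, cut at about 30% in these data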; further: 0% is about no effect
Target sequence (P14416 whole entry, looked up): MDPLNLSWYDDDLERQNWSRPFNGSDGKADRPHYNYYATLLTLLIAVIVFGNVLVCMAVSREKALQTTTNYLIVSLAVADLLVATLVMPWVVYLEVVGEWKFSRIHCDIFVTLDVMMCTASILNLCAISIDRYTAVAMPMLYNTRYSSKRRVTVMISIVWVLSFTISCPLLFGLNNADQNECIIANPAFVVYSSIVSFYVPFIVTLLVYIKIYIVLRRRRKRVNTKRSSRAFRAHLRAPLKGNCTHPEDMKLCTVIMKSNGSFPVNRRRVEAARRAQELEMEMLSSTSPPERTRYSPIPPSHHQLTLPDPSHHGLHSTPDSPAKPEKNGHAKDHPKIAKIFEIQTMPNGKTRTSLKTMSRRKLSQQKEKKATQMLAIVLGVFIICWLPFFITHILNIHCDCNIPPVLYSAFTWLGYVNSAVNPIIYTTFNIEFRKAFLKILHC
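Tetracycline-induced HEK293 T-REx cells with force-coupled D2 receptor, plated overnight at 30 C, loaded with no-wash calcium dye. After a 10 s baseline, compound was pin-added and calcium flux read kinetically for 180 s; calcium rises flagged agonists.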
D2 antag – HTS Assay for Allosteric Antagonists of the Human D2 Dopamine Receptor: Primary Screen for Antagonists; actives 2% (n = 340,000); HEK293 TREx D2 cells, calcium flux, dopamine EC80; inhibition, % at 10 µM; D(2) dopamine receptor (Homo sapiens), P14416; in the data active means inhibition above about 30%; further: 0% is about no effect
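Read-out: kinetic calcium fluorescence (1 cycle/s) in inducible HEK293 T-REx D2 cells after an EC80 dopamine addition that followed 180 s compound preincubation. Loss of the dopamine response indicates antagonism.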
* marks the source's active call; other numbers are inactive results; ? = inconclusive; . = not tested or not shown; & = joins results of further samples; [ ] = dose if it differs, or a comment. Unless noted, the call rests on the fitted dose curve; in most records, active means well fitted curve in the direction sought with a large enough effect; inconclusive means small, poorly fitted or top-dose-only effect, or another doubt; inactive means no such curve, though single readings can be large; an effect the other way counts as inactive or inconclusive.

molecule | LDHA inh | D2 antag | Glioma ERSR ind | Vif-A3G inh | D2 ag | RGS4 inh | ERG-DNA inh | 12-LOX inh | Vif-APOBEC3F blk
CC(OC(=O)c1cccs1)C(=O)Nc1nc(-c2ccccc2)cs1 (stereo not drawn) | -9 | -2 | 3% | -12% | 0.1 | -2% | -15% | -21% | -11%
O=C(c1ccc(N2CCOCC2)c([N+](=O)[O-])c1)N1CCN(c2ccccc2F)CC1 | -1 | . | 0% | -5% | . | 21% | 0% | -13% | -8%
O=C(O)CSc1nc2ccc(C(=O)c3ccccc3)cc2[nH]1 | -5 | -19 | -2% | 5% | 1.1 | 13% | 0% | -3% | 2%
O=S(=O)(c1ccc(OC(F)(F)F)cc1)N1CCN(c2nc(-c3ccccc3)nc3ccccc23)CC1 | -3 | . | 4% | 0% | . | 12% | . | . | .
COc1ccc(NC(=O)c2c(SC)nsc2SC)cc1 | -5 | -3 | -4% | -3% | -0.1 | 5% | -1% | ? | 0%
Cc1ccc(-n2nc3c(c2NC(=O)C2CC2)CS(=O)(=O)C3)cc1 | -2 | 2 | -2% | 0% | 0.1 | 21%[11.4 µM] | -1% | 9% | 3%
O=C(N=c1ccn(-c2nc3ccccc3nc2NS(=O)(=O)c2ccccc2)cc1)c1ccccc1Cl | -5 | -5 | -3% | 0% | 0.1 | -3% | 10% | 2% | 7.1µM*
CC(c1ccccc1)C1C(C#N)=C(N)OC2=C1C(=O)CCC2 (stereo not drawn) | -3 | -1 | -3% | -1% | 0.7 | 3% | -11% | 0% | 7%
CC1=C(C(=O)N2CCOCC2)CC(CC(=O)NCCCN(C)C)C(=O)N1Cc1ccc(F)cc1 (stereo not drawn) | -7 | . | -2% | -2% | . | . | . | -12% | .
CCOc1ccccc1NC(=O)CSc1cn[nH]n1 | -10 | -10 | -3% | -1% | 1.6 | -9% | 1% | 4% | -18%
CCN(CC)c1ccc2cc(C(=O)Nc3ccccn3)c(=O)oc2c1 | -6&-1 | 2 | -5%&1% | -1%&3% | 39* | 4%[11.4 µM] | -10% | 0% | ?
CCN(CC)C(=O)Cn1cc(SCC(=O)Nc2cc(OC)ccc2OC)c2ccccc21 | -2 | . | -3% | 0% | . | 12% | 0% | 1% | 6%
C=CCN(C(=O)CCC(=O)Nc1cc(C)on1)C(C(=O)NC(C)(C)CC)c1cccc(OC)c1OC (stereo not drawn) | -11 | -5 | -4% | -1% | 0.4 | 4% | 13% | 3% | -3%
O=C(NN=Cc1ccc(F)cc1)c1ccccc1NS(=O)(=O)c1cccs1 | -5 | . | 13% | -1% | . | 30% | -6% | 154%[activator] | 6%
CCN(C(=O)COC(=O)c1ccc2c(=O)n3c(nc2c1)CCC3)C1CCS(=O)(=O)C1 (stereo not drawn) | -3 | 9 | 2% | -1% | 0.2 | 8% | 4% | -11% | -7%
CC(NC(=O)c1ccc([N+](=O)[O-])o1)C1CC2CCC1C2 (stereo not drawn) | 3 | . | -15% | ? | . | -7% | 0% | . | -19%
O=C(CSc1nc2ncccc2o1)Nc1cccc(C(F)(F)F)c1 | 5 | . | -1% | 1% | 1.8 | 6% | 3% | 1% | -3%
COc1cccc(CNn2cnnc2)c1OCc1ccc(F)cc1 | -5 | -10 | 1% | 0% | 0.5 | -11% | -5% | 0% | 2%
NCCN1CCN(CC(=O)N2c3ccccc3C(=O)Nc3cccnc32)CC1 | 0 | . | -2% | 1% | . | 3% | . | -2% | -3%
CCCCC(=O)Nc1ccc2c3c(cccc13)CC2 | -9 | -5 | 7% | -2% | -1.7 | 0% | -5% | 7% | -20%
COc1cc2c(cc1OC(C)=O)CCCCC2=O | -6 | . | 0% | 0% | . | -16% | . | -14% | 0%
C/C(=N\NC(=O)C(NC(=O)c1ccccc1)C(C)C)c1ccccc1 (stereo not drawn) | -3 | 5 | 0% | -3% | -0.3 | 14% | 5% | ? | 5%
Cc1ccc(S(=O)(=O)CS(=O)(=O)c2ccc(C)cc2)cc1 | -5 | . | -6% | 2% | . | -29% | 1% | 7% | -1%
CC1(Cc2cc(Cl)ccc2C(F)(F)F)C(=O)Nc2ccc(-c3ccc(F)c(Cl)c3)cc21 (stereo not drawn) | -3 | . | -12% | 4% | . | . | . | -7% | .
COC(=O)c1ccccc1NC(=O)C12CCC(C)(C(=O)O1)C2(C)C (stereo not drawn) | -12 | -7 | -2% | 1% | -0.4 | -7% | -4% | -26% | -13%
O=C(C[n+]1ccn(CCCNP2(=O)C=C(c3ccccc3)OC(c3ccccc3)=C2)c1)c1cccs1 | -3 | 0 | 2% | -7% | 0.0 | -9% | 10% | -17% | 0%
CC1CC1C(=O)N(C)CC(=O)Nc1ccc(Cl)c(C(F)(F)F)c1 (stereo not drawn) | 3 | 1 | -1% | 0% | -0.4 | -5% | 9% | -18% | 6%
COc1ccc(CC(N)c2csc(NC(=O)Nc3ccc(OC)cc3)n2)cc1 (stereo not drawn) | -13 | . | -3% | -5% | . | . | . | -26% | .
O=C(NCc1ccco1)c1sc2cc(Cl)ccc2c1Cl | 0 | 1 | 3% | -2% | -0.6 | -53% | . | ? | -4%
CC(=O)c1cccc(OCc2cc(C(=O)N(C)Cc3cnccn3)no2)c1 | -7 | . | ? | 1% | . | -4% | 3% | 345%[activator] | 2%
COc1cc(NC(=O)NCCn2nnc3cc(S(=O)(=O)N(C)C)ccc32)cc(OC)c1 | -4 | . | -1% | 3% | 1.4 | 9% | -2% | -20% | -2%
Cc1ccc(Nc2nc3ccccc3c(=O)[nH]2)cc1C | -1 | -1 | 3% | -1% | 1.0 | -8% | 8% | -7% | 2%
CC(=O)c1cccc(NC(=O)c2cnn(-c3ccccc3)c2C)c1 | 0 | -5 | 0% | -9% | -1.0 | -19% | 1% | 7% | -1%
CN(C)CCNC(=O)c1ccc2nc(CCc3ccccc3)oc2c1 | -13 | . | -2% | -2% | 1.2 | -7% | 8% | -25% | 2%
COc1ccc(NC(=O)CSc2ccc3nnc(-c4ccccn4)n3n2)cc1OC | 2 | 1 | 0% | 4% | -0.6 | 4% | -7% | 485%[activator] | 0%
CC1CCCN(c2ccc(F)cc2N)C1 (stereo not drawn) | 2 | 1 | -6% | 1% | -0.3 | -5% | 1% | ? | 4%
O=C(CSc1nnc(CNC(=O)c2c(F)cccc2Cl)o1)NCc1ccccc1 | -4 | 7 | -4% | -22% | 0.6 | 0% | 2% | -16% | -8%
COc1ccc(N=C2SC(C(=O)O)CC(=O)N2C)cc1 (stereo not drawn) | -2 | 0 | -1% | -1% | 0.8 | 19% | -4% | 0% | -9%
CCN1/C(=C/c2ccc3cc(C)ccc3[n+]2CC)Sc2cc(C)ccc21 | ? | 35* | -11% | 4% | 15 | -13% | 66%[activator] | 35µM* | ?
O=C(Cn1cnc2ccccc2c1=O)c1ccc(Br)cc1 | -5 | -11 | 5% | -6% | -1.2 | 25% | 8% | 4% | -1%
C/C(=N/Nc1ccc(Cl)cc1)c1cnnc(-c2ccccc2)n1 | -1 | 20 | 0% | 3% | 2.6 | 5% | -1% | ? | -1%
Cn1c(N=NC(=O)c2ccccc2)c(O)c2ccccc21 | -2 | -2 | -11% | 2% | 0.6 | ? | 33%[activator] | -19% | -1%

Shown with two lines to a compound: entries from further up.
Every second line gives: LDHA inh, D2 antag, Glioma ERSR ind, Vif-A3G inh, D2 ag, RGS4 inh, ERG-DNA inh, 12-LOX inh, Vif-APOBEC3F blk
> CC(c1ccccc1)C1C(C#N)=C(N)OC2=C1C(=O)CCC2 (stereo not drawn)
  -3, -1, -3%, -1%, 0.7, 3%, -11%, 0%, 7%
> CC1CC1C(=O)N(C)CC(=O)Nc1ccc(Cl)c(C(F)(F)F)c1 (stereo not drawn)
  3, 1, -1%, 0%, -0.4, -5%, 9%, -18%, 6%
> CC1=C(C(=O)N2CCOCC2)CC(CC(=O)NCCCN(C)C)C(=O)N1Cc1ccc(F)cc1 (stereo not drawn)
  -7, ., -2%, -2%, ., ., ., -12%, .
> O=C(N=c1ccn(-c2nc3ccccc3nc2NS(=O)(=O)c2ccccc2)cc1)c1ccccc1Cl
  -5, -5, -3%, 0%, 0.1, -3%, 10%, 2%, 7.1µM*

Entries from the list above that contain a furan ring, fused or not (2):
molecule | LDHA inh | D2 antag | Glioma ERSR ind | Vif-A3G inh | D2 ag | RGS4 inh | ERG-DNA inh | 12-LOX inh | Vif-APOBEC3F blk
CC(NC(=O)c1ccc([N+](=O)[O-])o1)C1CC2CCC1C2 (stereo not drawn) | 3 | . | -15% | ? | . | -7% | 0% | . | -19%
O=C(NCc1ccco1)c1sc2cc(Cl)ccc2c1Cl | 0 | 1 | 3% | -2% | -0.6 | -53% | . | ? | -4%

Screening data as filed in PubChem.

These rows are one share of the data; rates above refer to the full screens.
